# Bioassay records from PubChem.
# RTF Ca sens act = cardiac RTF calcium sensitivity activators, primary screen, biochemical, IANBD-TnC fluorescence, EC20 calcium; activation, % at 7.2 µM; IANBD-labeled TnC RTF fluorescence at EC20 calcium; 0% EC20 calcium, 100% full calcium; AID 493008, 2010; actives 0.24% (n = 340,000);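 active means activation above the mean over all tested compounds plus 3 SD, cut at about 30% in these data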;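 further: rise in fluorescence read as greater calcium sensitivity of cardiac thin filaments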
# CDK5 inh = inhibitors of human CDK5/p35 kinase, primary screen, biochemical, single concentration; Cyclin-dependent kinase 5 (Homo sapiens) + Cyclin-dependent kinase 5 activator 1 (Homo …; Recombinant CDK5/p35, ADP-Glo luminescence, 60 min; inhibition, % at 10 µM; actives 0.01% (n = 330,000);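 active means highest replicate inhibition of at least 50% and at least 75% of replicates reaching 50%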;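 further: plate controls were DMSO neutral control for no effect and GW8510 at 10 µM for full effect; many of its hits are not listed in these tables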
# PfHsp90 yeast 2 = growth inhibition of PfHsp90-expressing yeast, primary screen, antimalarial PfHsp90 inhibitor project, S. cerevisiae, BacTiter-Glo luminescence, single point, set 2 | BacTiter-Glo ATP, 48 h; yeast lacking PDR1 and PDR3 efflux regulators | inhibition, % at 9.4 µM | actives 0.32% (n = 310,000) | AID 504621, 2011;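 active means every replicate shows inhibition above about 80%, whatever the replicate mean, limit read from the data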;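 further: 0% = DMSO neutral controls and 100% = 20 µM radicicol positive controls; yeast relying on Plasmodium falciparum Hsp90 in place of its own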
# dFosB act = activators of delta FosB homodimer, primary screen, biochemical, fluorescence polarization, TAMRA-CDK5 oligo, single point | Protein FosB (Mus musculus), P13346 | purified delta FosB; percent of positive-control signal above neutral wells | activation, % at 25 µM | actives 0.99% (n = 340,000) | AID 493131, 2011;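 active means mean activation above about 17%, with every replicate also reaching it, limit read from the data, passing the limit was not always enough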;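 further: fluorescence polarization rise as delta FosB binds a TAMRA Cdk5 AP-1 oligo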
# Cardiac RTF inh = cardiac RTF calcium sensitivity inhibitors, primary screen, biochemical, IANBD-TnC fluorescence, EC70 calcium. IANBD-labeled cardiac RTF, Ca2+ fluorescence. inhibition, % at 7.15 µM. Troponin I, cardiac muscle (Homo sapiens) + Troponin T, cardiac muscle (Homo sapiens) + …. actives 0.12% (n = 340,000);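 active means inhibition above the mean inhibition of all tested compounds plus 3 SD, cut at about 17% in these data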;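 further: assay run at fixed EC70 calcium of 1.6 mM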
# LANA DNA inh = inhibitors of KSHV C-LANA binding to DNA, primary screen, biochemical, fluorescence polarization, FAM-LBS DNA, MBP-C-LANA, single point | Kaposi's sarcoma herpesvirus LANA C-terminal domain (residues 932-1162) DNA binding | inhibition, % at 9 µM | actives 0.078% (n = 340,000);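 active means highest replicate inhibition at or above 60% at 9 µM, even if other replicates fall short; inactive means all replicates below 60% inhibition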;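 further: 0% = neutral control wells and 100% = 4 µM acridine orange control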
# PvdQ acylase = P. aeruginosa PvdQ acylase inhibitors, primary screen, biochemical, fluorescence, plate reader and imaging, single point; PvdQ acylase [Pseudomonas aeruginosa LESB58]; purified PvdQ acylase; inhibition, % at 10 µM; actives 0.063% (n = 340,000); in the data active means inhibition above about 30%, passing the limit was not always enough;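 further: 0% = vehicle neutral wells and 100% = reference inhibitor wells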
# NSD2 inh = NSD2 histone methyltransferase inhibitors, primary screen, biochemical, AlphaScreen, single concentration, set 2; actives 0.54% (n = 310,000); inhibition, % at 12.5 µM; NSD2 peptide methylation, 120 min; Histone-lysine N-methyltransferase NSD2 (Homo sapiens), O96028; AID 743445, 2014; in the data active means inhibition above about 50%
# SUMO Mot1 rescue = yeast Mot1-301 growth rescue at high temperature, primary screen, SUMOylation pathway inhibitor project, S. cerevisiae, ATP luminescence, 38.5C; growth rescue, % at 18.8 µM; AID 2716, 2010; S. cerevisiae Mot1-301 growth rescue; percent above DMSO median, 100 means doubled; actives 1% (n = 320,000);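 active means every valid replicate shows activation above 250% relative to neutral control wells; inactive means the rest, any valid replicate at or below 250%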;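 further: OY570 slx delta 5 strain wells were the positive control but not used for scaling; some compounds called inactive have numbers as strong as hits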
# Rtt109 Vps75 = inhibitors of C. albicans Rtt109/Vps75 HAT, primary screen, biochemical, ThioGlo CoA-SH fluorescence, plate reader | inhibition, % at 34.9 µM | AID 540336, 2011 | actives 0.16% (n = 330,000) | Histone acetyltransferase RTT109 (Candida albicans (strain SC5314 / ATCC MYA-2876)), … | purified Rtt109/Vps75, 4 h;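 active means inhibition of at least 50% in every replicate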
# Target sequence (Q5AAJ8 whole entry, looked up): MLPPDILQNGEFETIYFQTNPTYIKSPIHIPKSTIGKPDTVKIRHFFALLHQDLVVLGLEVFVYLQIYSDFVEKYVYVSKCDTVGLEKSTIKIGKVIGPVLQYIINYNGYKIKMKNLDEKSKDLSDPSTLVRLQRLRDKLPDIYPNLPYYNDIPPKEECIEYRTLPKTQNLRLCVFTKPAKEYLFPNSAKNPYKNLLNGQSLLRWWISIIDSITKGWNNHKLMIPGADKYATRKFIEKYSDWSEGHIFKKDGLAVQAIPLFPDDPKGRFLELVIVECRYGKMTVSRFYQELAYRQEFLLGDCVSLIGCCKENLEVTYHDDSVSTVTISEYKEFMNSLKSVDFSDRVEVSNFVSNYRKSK
# Keap1-Nrf2 PPI = Keap1-Nrf2 protein-protein interaction inhibitors, primary screen, biochemical, fluorescence polarization, single point. Kelch-like ECH-associated protein 1 (Homo sapiens), Q14145. Keap1 Kelch-Nrf2 peptide fluorescence polarization, 1536-well. inhibition, % at 9.4 µM. actives 0.15% (n = 340,000). AID 504523, 2011; in the data active means inhibition above about 12%;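 further: human Keap1 Kelch domain with fluorescein labeled Nrf2 9mer peptide probe; 0% = neutral control wells and 100% = peptide positive control; higher means more block of Keap1 binding to Nrf2 peptide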
# Target sequence (Q14145 whole entry, looked up, the tested form may be a part): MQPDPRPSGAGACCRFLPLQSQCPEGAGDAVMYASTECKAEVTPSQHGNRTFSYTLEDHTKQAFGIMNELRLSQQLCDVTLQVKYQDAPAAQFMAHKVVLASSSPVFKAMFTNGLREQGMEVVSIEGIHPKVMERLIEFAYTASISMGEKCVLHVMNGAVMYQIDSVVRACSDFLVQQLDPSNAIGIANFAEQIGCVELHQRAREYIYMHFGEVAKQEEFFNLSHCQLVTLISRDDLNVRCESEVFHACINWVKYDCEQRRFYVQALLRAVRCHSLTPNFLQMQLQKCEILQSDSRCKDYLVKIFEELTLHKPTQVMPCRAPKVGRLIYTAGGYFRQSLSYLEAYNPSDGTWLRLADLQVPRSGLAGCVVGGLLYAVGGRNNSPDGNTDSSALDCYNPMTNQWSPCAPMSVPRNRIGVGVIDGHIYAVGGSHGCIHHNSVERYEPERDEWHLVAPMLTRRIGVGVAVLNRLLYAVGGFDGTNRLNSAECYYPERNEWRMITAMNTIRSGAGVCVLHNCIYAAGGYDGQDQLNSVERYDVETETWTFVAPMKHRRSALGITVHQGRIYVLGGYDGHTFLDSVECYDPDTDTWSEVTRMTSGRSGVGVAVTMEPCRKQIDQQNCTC
# * hit, by the source's call; . = not tested or not shown. The order is random; about 3.2% have a hit in one of these screens.
canonical_smiles	RTF Ca sens act	CDK5 inh	PfHsp90 yeast 2	dFosB act	Cardiac RTF inh	LANA DNA inh	PvdQ acylase	NSD2 inh	SUMO Mot1 rescue	Rtt109 Vps75	Keap1-Nrf2 PPI
CCn1nc(C(=O)Nc2ccc(S(=O)(=O)Nc3ncccn3)cc2)c2ccccc2c1=O	1	0.1	15	-3	-8	-0.5	-18	2	-3	-28	-1
CCOc1ccccc1C(=O)NCCCN1CCN(CCCNC(=O)c2ccccc2OCC)CC1	0	1.9	14	-3	-3	4.4	7	-1	-19	-2	0
CCN1CCc2c(OCC(=O)N3CCC(C)CC3)cccc2C1=O	3	1.7	.	-3	-4	1.4	5	0	9	7	-3
O=C(CCN1CCCC1=O)NC1CCCc2c1cnn2-c1ccc(F)cc1F (stereo not given)	3	-0.5	7	-4	-3	-0.2	-11	-2	-11	-27	-5
C=CCOc1ccc(Oc2cc(C)nc(SC)n2)nn1	3	1.4	-8	-11	-10	-1.4	-20	-2	-4	-13	1
COc1ccc(-c2cc(-c3cccs3)nc3sc(C#N)c(N)c23)cc1	4	.	-33	-8	-12	-1.1	-7	-3	11	-7	-3
Cc1cc(C)nc(/N=C(\N)N2CCc3ccccc32)n1	-1	-0.9	-14	-1	-4	-1.2	-10	-5	-12	0	1
Cc1nnc(-c2cnn(-c3ccccc3)c2N)n1Cc1cccc(C(F)(F)F)c1	1	1.1	.	-13	-4	-1.9	3	-1	155	4	4
Cc1oc(-c2ccc(Cl)cc2)nc1CS(=O)CC(=O)NCc1ccccc1 (stereo not given)	-9	-0.3	-11	-10	-3	-0.5	6	.	-15	-4	-2
O=C(CNc1cccc(S(=O)(=O)N2CCCC2)c1)Nc1ccc(C(F)(F)F)cc1	-5	-0.5	.	-2	-7	1.3	-4	1	12	-5	2
CCc1ccc(C2N3CC4([N+](=O)[O-])CN2CC([N+](=O)[O-])(C3)C4(C)C)cc1 (stereo not given)	0	-1.1	-4	4	7	-1.6	6	-2	-3	-10	2
Cc1cc(/C=C2\C(=N)N3N=C(C(C)C)SC3=NC2=O)c(C)n1-c1ccccc1	3	-0.5	-26	-12	-6	2.3	-8	3	13	3	0
COCCNC(=S)N1CCOCC1	-9	-2.9	-2	7	-1	0.5	-12	-1	26	-25	0
O=C(c1ccco1)N1CCN(C(=O)C2CCN(S(=O)(=O)c3cnc[nH]3)CC2)CC1	-1	-0.1	-12	1	-1	1.2	0	.	6	-2	0
COc1cccc(OCc2cc(C(=O)N(C)Cc3nccn3C)no2)c1	0	-1.1	-14	-1	-4	-1.1	-11	-1	8	8	-5
COc1ccc2cc(/C=N/NC(=O)CN(c3ccccc3C)S(=O)(=O)c3ccccc3)c(Cl)nc2c1	4	0.7	9	-33	-1	5.9	-8	-2	-7	-5	3
C=CCn1cc(/C=N/NC(=O)COc2cccc3cccnc23)c2ccccc21	5	2.2	-7	-7	-6	-0.4	-8	1	-1	-1	-7
O=C(CNC(=O)c1ccccc1)NCC(O)c1ccc([N+](=O)[O-])cc1 (stereo not given)	7	0.7	-23	-6	-20	-2.0	-2	-7	-21	-4	-3
Cn1cc(C(=O)C(=O)NCCc2ccccc2)c2ccccc21	-3	1.1	-4	-6	2	0.5	-18	0	1	0	-2
O=C(COC(=O)/C=C/c1cccc(C(F)(F)F)c1)NCCN1C(=O)CSC1=O	3	-1.1	-5	-1	-3	-0.2	8	-1	2	8	-1
O=C(CCOc1ccccc1)N1CCN(S(=O)(=O)c2cccs2)CC1	5	0.3	11	4	4	0.2	0	0	8	-2	-3
CCOC(=O)N1CCN(C(=O)CSc2ccc3nnc(CCNC(=O)c4ccc(OC)cc4)n3n2)CC1	7	-0.9	-4	-5	1	-1.9	1	17	-13	0	-3
Cc1ccc(NC(=O)c2nc(C)n(-c3ccc([N+](=O)[O-])cc3)n2)cc1	-4	-2.3	-43	0	0	1.0	-13	10	24	-2	-1
COc1ccc(-n2c(Cc3cccn3C)nnc2SCC(=O)NCc2ccccc2Cl)cc1	5	-0.1	-13	-6	-4	-1.7	-6	.	-6	1	-1
Cc1ccc(-n2c(-c3cccc(C)c3)n[nH]c2=S)cc1	-15	7.8	-4	-10	-4	2.6	10	.	3	33	-6
O=C(Cn1cc(C(=O)C2CC2)c2ccccc21)NCC1CCCO1 (stereo not given)	3	-1.3	-13	2	-8	-1.2	-7	-3	-8	-7	-2
N#Cc1ccc(S(=O)(=O)N2CCCN(c3nc4ccc(Cl)cc4s3)CC2)cc1	-3	-2.4	-9	-4	-4	-1.0	-17	0	-3	2	-6
O=C(NCc1ccc(Cl)cc1)NCc1ccc(Cl)cc1	4	0.5	34	-7	-10	-1.9	2	-1	-8	5	-3
COc1cccc(-c2ncc3ccccc3c2COC(=O)N2CCCCC2)c1	4	1.2	13	1	1	1.8	-12	.	-3	3	2
COc1ccc(NC(=O)Nc2cc(C)ccc2F)cc1	7	-2.2	-45	0	-3	9.5	-8	-2	-11	-2	-3
N/C(=N\OC(=O)Nc1ccc(Cl)c(Cl)c1)c1ncc(C(F)(F)F)cc1Cl	7	0.2	-8	-12	-8	1.0	-10	.	21	17	-2
O=C(O)/C=C/C(=O)Nc1ccc(OC(F)(F)Cl)cc1	2	-3.9	20	-2	0	0.9	-4	-4	8	10	-3
Cc1cc(C)n2nc(C(=O)OCCOc3ccc(Br)cc3)nc2n1	-2	0.9	4	1	-7	-0.2	-3	-3	-23	-2	-1
COC(=O)c1cc(N2CCN(C)CC2)nc2ccccc12	50*	2.9	23	0	-62	53	-11	3	-5	5	31*
COc1cc(CNC2CCCC2)c(Br)cc1OC1CCCC1	4	0.3	0	-5	-2	-1.2	2	10	-20	25	-1
O=C(COC(=O)c1ccco1)NC1CCCCC1	1	-0.1	3	6	-4	0.4	11	-10	.	-7	-2
COc1ccc(-c2noc(CCC(=O)NCc3ccco3)n2)cc1	7	0.0	5	-1	-9	0.3	-14	0	-7	-19	-3
CCCn1cc(S(=O)(=O)c2ccccc2)c(=O)c2cc(CC)ccc21	-10	-2.0	9	-2	-6	-1.0	1	0	-15	-8	0
COc1ccc(/C=N/NC(=O)c2ccc(Cl)cc2)cc1Cn1cc(Cl)cn1	-6	-0.9	2	40*	4	0.1	5	-4	3	-2	-3
COc1ccccc1N(CC(=O)NCCSCc1ccccc1)S(C)(=O)=O	-4	0.7	27	-7	-10	0.3	-19	-1	-5	-5	-8
CCCn1nnnc1SCC(=O)N1CCOCC1	7	-4.7	7	6	1	-0.5	-3	-1	-1	-4	-3
CC(C)c1ccc(CNCc2ccccc2)cc1	3	-0.3	-15	-1	-5	0.7	-8	3	11	.	0
N#Cc1c(N)nc2c(c1-c1cccs1)CCCC2	-7	-0.8	0	6	-1	0.5	-4	-3	22	4	2
CCc1ccccc1Nc1ncnc2ccccc12	8	-0.2	0	-12	-5	0.0	-11	32	-16	2	-2
Cc1cc(C)nc(-n2nc(C)c(C3(O)C(=O)Nc4ccccc43)c2N)n1 (stereo not given)	0	-3.0	-66	-7	5	0.3	-5	-1	7	-8	3
CCOC(=O)c1c(N)sc(C(=O)OC)c1C	2	-1.7	-15	-9	-20	-2.6	13	0	-19	-1	-1
Cc1ccccc1C(=O)NCCn1cc(SCC(=O)NCC2CCCO2)c2ccccc21 (stereo not given)	-2	0.1	10	-7	-9	-1.7	-9	-2	-6	-7	-3
Cn1nc(-c2ccccc2)c(CO)c1Oc1ccc(F)cc1	-1	0.1	15	-2	1	-1.9	16	-1	7	2	0
COc1cccc(CN2CCN(c3ncccn3)CC2)c1OC	7	-1.4	16	-8	-11	-0.1	14	-2	-11	17	-1
CCCCN(CCCC)S(=O)(=O)c1ccc(NC(=O)c2ccc([N+](=O)[O-])cc2Cl)cc1	-2	-0.3	-6	-8	-12	-0.4	-1	-3	-4	-14	-1
CN(C)c1ccc(NC(=O)c2ccc(Cn3cc([N+](=O)[O-])cn3)cc2)cc1	2	1.3	1	-9	1	0.2	-18	6	13	2	-2
COc1ccc(CCNC(=O)C2CC(c3c(Cl)cccc3Cl)=NO2)cc1 (stereo not given)	16	0.0	-14	1	-1	0.8	-7	.	4	16	2
CCC(c1nnc(SCC(=O)NCCc2ccc(OC)c(OC)c2)n1Cc1ccccc1)N(C)C (stereo not given)	5	-3.2	10	1	5	-1.2	-5	-1	12	1	1
COCC(C)NC(=S)N1CCN(c2ccccc2Cl)CC1 (stereo not given)	3	-1.0	-5	-7	-7	1.2	5	-2	.	-4	-1
CCN1C(=O)[C@H]2[C@@H](c3ccc(C)cc3)N3C(=O)N(c4cccc(Cl)c4)C(=O)[C@@]3(C)[C@H]2C1=O	-3	-0.9	20	-7	-4	1.8	-3	.	-1	-1	-3
CCOC(=O)CN1C(=O)C(O)(CC(=O)c2ccccn2)c2ccccc21 (stereo not given)	2	-0.8	2	-11	-5	-0.6	-6	.	-8	-1	-3
COc1ccc(C2CC(c3cccs3)=NN2C(=O)CSc2nnnn2C)cc1OC (stereo not given)	1	1.2	17	-10	1	-1.0	-15	-4	-14	-4	0
O=c1[nH]nnc2sc3c(c12)CCCC3	4	0.9	-2	0	-2	0.6	-18	1	23	-1	1
COc1cc(Nc2ccc(C)cc2)c([N+](=O)[O-])nc1[N+](=O)[O-]	-3	0.4	9	-3	3	-2.5	-1	-5	0	10	0
